GalR3 antag: blocks the human galanin receptor 3. HEK293 GalR3-CNG cAMP membrane potential fluorescence; galR3 body fused to GalR1 C-terminus. 360,000 compounds, 0.44% hits. O60755. AID 651719. inhibition, % at 3 µM;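 active = inhibition above the screen-wide average plus 3 SD, cut at about 13% in these data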;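 note: forskolin and galanin both at EC90 stimulate the cells; cAMP rise reported by CNG channel membrane potential dye signal; 0% = forskolin plus galanin with DMSO and 100% = forskolin alone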
Target sequence (O60755 1-299 limits assumed): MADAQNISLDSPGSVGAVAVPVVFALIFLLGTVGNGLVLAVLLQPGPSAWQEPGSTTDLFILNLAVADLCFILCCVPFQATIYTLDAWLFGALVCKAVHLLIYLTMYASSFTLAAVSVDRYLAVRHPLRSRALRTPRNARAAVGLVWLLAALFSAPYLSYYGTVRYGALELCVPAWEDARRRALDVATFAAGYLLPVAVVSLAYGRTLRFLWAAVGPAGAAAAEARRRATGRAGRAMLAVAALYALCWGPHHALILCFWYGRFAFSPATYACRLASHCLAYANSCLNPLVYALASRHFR
CRFR2-BP ag: CRF-BP/CRF-R2 complex agonism; HEK293 CRF-R2/CRF-BP, calcium dye fluorescence (FLIPR); percent of saturating CRF peptide response; activation, % at 13.2 µM; 350,000 compounds, 0.46% hits;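 active = activation of at least 50%, plus an integration ratio under a set limit after plate pattern correction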;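 note: plate controls were neutral control wells without compound for no effect and CRF at EC100 for full effect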
CRFBP-R2 block: blocks CRF-induced signaling of the CRF-BP/CRF-R2 complex; HEK293 CRF-R2/CRF-BP, CRF-induced calcium fluorescence; inhibition, % at 11.8 µM; 350,000 compounds, 0.59% hits; AID 588475;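 active = inhibition of the ligand-induced calcium signal above about 50% at the single tested concentration, limit read from the data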
* = called active by the depositor.

No.	smiles	GalR3 antag	CRFBP-R2 block	CRFR2-BP ag
1	CN(C)c1ccc(C(CNS(=O)(=O)c2cccc([N+](=O)[O-])c2)N2CCOCC2)cc1 (centres undefined)	-4	12	-0.2
2	COC(=O)[C@]1(C)N[C@H](CN(C)C(C)=O)[C@@H]2C(=O)N(C)C(=O)[C@@H]21	-4	-12	-0.8
3	O=c1[nH]nc(-c2ccccc2)cc1-c1ccccc1	-2	9	-7.0
4	Cn1c(=O)c2[nH]c(Cc3cccc4ccccc34)nc2n(C)c1=O	-2	0	1.3
5	O=C(Nc1ccn(CCCN2CCN(c3ccccc3)CC2)c(=O)n1)OCc1ccccc1	-2	-7	-0.7
6	NC(=O)NC(Cc1ccccc1)C(=O)NNC(=O)COc1ccccc1Cl (centres undefined)	-2	-10	1.1
7	CCCNC(=O)CNC(=O)c1ccc(C#N)cc1	-6	-8	1.6
8	CCCc1c(C(=O)N/N=C/c2ccc(OCc3ccccc3)cc2)nnn1-c1nonc1N	-7	2	0.7
9	O=C(CCNS(=O)(=O)c1ccccc1C(F)(F)F)NNC(=O)c1csc(N2CCOCC2)n1	-5	2	0.1
10	Cc1cc(=O)oc2cc(OCC(=O)NC3(C#N)CCCCC3)ccc12	-5	-7	-0.6
11	CC1(c2ccccc2)NC(=O)N(CC(=O)Nc2cc(C(F)(F)F)ccc2N2CCCCC2)C1=O (centres undefined)	-5	-16	-0.3
12	Cc1ccc(Cl)cc1NC(=O)CN1CCOCC1	-2	6	-2.1
13	COC1=CC(=O)OC(C)(c2ccccc2)C1 (centres undefined)	-5	-5	-1.1
14	CCN(CC)C(=O)c1nc[nH]c1C(=O)N1CCN(c2ccccc2)CC1	-3	4	-1.8
15	Cc1ccc(OC(=O)C2CCN(C(=O)c3ccccc3C)CC2)c(Br)c1	-4	20	-2.5
16	CC(=O)Nc1ccc(S(=O)(=O)N(C)CC(=O)OC2CCCCC2=O)cc1 (centres undefined)	-3	25	-3.3
17	COc1ccc(NC(=O)COC(=O)Cc2c[nH]c3ccccc23)cc1Cl	-7	6	1.5
18	CCC(Sc1nc2ccsc2c(=O)n1Cc1ccc(C(=O)O)cc1)C(=O)Nc1cc(Cl)ccc1C (centres undefined)	-6	26	-0.3
19	C[C@H](CO)N1C[C@H](C)[C@@H](CN(C)Cc2ccc(-c3ccccc3)cc2)Oc2c(NS(=O)(=O)c3cn(C)cn3)cccc2C1=O	-3	1	-1.0
20	COc1ccc(S(=O)(=O)N(C)CC(=O)NCCCN2CCOCC2)cc1C	-4	3	-0.5
21	CCN1C(=O)[C@H]2[C@@H](c3ccc(C)cc3)N3C(=O)N(c4cccc(Cl)c4)C(=O)[C@@]3(Cc3ccc(Cl)cc3)[C@H]2C1=O	-9	-10	1.9
22	O=C(Nc1ccccc1N1CCCC1)C1CCN(C(=O)c2ccc(F)cc2)CC1	2	-11	-0.9
23	CN(C)Cc1ccccc1CNC(=O)c1ccc(Cl)c(S(=O)(=O)NC2CC2)c1	1	8	-3.1
24	COc1ccc(NC(C)=O)cc1S(=O)(=O)NC(Cc1ccccc1)C(=O)NC(C)c1ccccn1 (centres undefined)	-7	-16	1.9
25	COc1ccccc1CNC(=O)CN1C(=O)NC2(CCCCCCC2)C1=O	-2	5	-4.0

(list continues)
No.	smiles	GalR3 antag	CRFBP-R2 block	CRFR2-BP ag
26	CNc1cccnc1C=NNC(N)=S	2	1	8.3
27	CCN(CC)C(=O)Cn1cc([N+](=O)[O-])cc1[N+](=O)[O-]	-6	8	1.0
28	O=C(O)C(Cc1ccc(O)c([N+](=O)[O-])c1)N1C(=O)c2ccccc2C1=O (centres undefined)	-6	0	-2.7
29	Nc1ncnc(N2CCOCC2)n1	-3	0	-1.6
30	C#CCOCCOCCOCCNc1nc(N2CCN(C(=O)CCCCCCCCCCNC(=O)[C@@H](CCSC)n3cc(CCO)nn3)CC2)nc(N2CCN(C(=O)CCCCCCCCCCNC(=O)[C@@H]([C@H](C)O)n3cc(C)nn3)CC2)n1	-7	12	7.2
31	CN(C(=O)CSc1nncn1-c1ccccc1)C1CCS(=O)(=O)C1 (centres undefined)	-6	14	-0.2
32	O=C(Cn1nc(C(=O)O)c2ccccc2c1=O)Nc1cc(S(=O)(=O)N2CCCCC2)ccc1Cl	2	-10	1.2
33	O=C(C[n+]1ccccc1)N/N=C/c1ccccc1Cl	-1	7	2.4
34	CC1C(c2ccc3c(c2)OCO3)c2cc3c(cc2OC1N1CCOCC1)OCO3 (centres undefined)	-1	-10	1.5
35	COc1cc(OC)cc(-c2c(-c3ccc(F)cc3)c3cc(-c4ccc5c(c4)OCCO5)ccc3n2C)c1	-5	-4	1.2
36	Cc1ccsc1C(=O)NNC(=O)c1ccncc1	2	-2	0.1
37	COc1ccccc1S(=O)(=O)N(C)C[C@@H]1OCc2cnnn2CCCC(=O)N([C@H](C)CO)C[C@@H]1C	-8	16	7.8
38	Cc1ccsc1C(=O)OCC(=O)c1ccc(OC(F)F)cc1	-9	13	0.1
39	Cc1ccc(S(=O)(=O)Nc2cccc(C(=O)NCC3CCCO3)c2)cc1F (centres undefined)	-3	-14	-0.9
40	O=C(Nc1nnc(C2CC2)s1)C1CCCCC1	-7	-3	-0.6
41	CC(=O)OCC1OC(n2c3c(cc(C#N)c2=S)CCCC3)C(OC(C)=O)C(OC(C)=O)C1OC(C)=O (centres undefined)	-6	16	1.7
42	O=C(NCCO)c1c(-c2ccc3c(c2)OCO3)noc1-c1ccsc1	2	5	-0.1
43	COc1cccc(COC(=O)C2CC(=O)N(Cc3ccc(C)cc3)C2)c1OC (centres undefined)	-4	0	0.1
44	Cc1cccc(C)c1NC(=O)CN(C)C(=O)CSCc1c(C)noc1C	-5	0	-0.6
45	COc1ccc(-c2ccc3c(c2)[C@@H]2C[C@H](N(C)C(=O)C(C)(C)C)[C@H]([C@H](C)O)C(=O)N2CC3)cc1	2	14	-0.9
46	NS(=O)(=O)c1ccc(CCNC(=O)COC(=O)c2cc([N+](=O)[O-])ccc2N2CCOCC2)cc1	1	-3	1.0
47	CN1OC[C@@H]2CN(C(=O)CCc3ccccc3)[C@H](c3cccc(-c4ccccc4)c3)C[C@@H]21	0	-3	-1.2
48	COCCN(C(=O)c1ccc2c(c1)S(=O)(=O)N=C1CCCCCN12)c1c(N)n(CC(C)C)c(=O)[nH]c1=O	-5	4	1.1
49	O=C(Cc1n[nH]c(=O)c2ccccc12)Nc1cc(Cl)ccc1-n1cncn1	-4	8	0.9
50	CC(=O)NCc1ccc(C(=O)COC(=O)COc2ccc(Cl)c(C)c2)s1	-1	16	-3.6

In the list so far, these have an aryl thioether with sulfur outside any ring.
No.	smiles	GalR3 antag	CRFBP-R2 block	CRFR2-BP ag
18	CCC(Sc1nc2ccsc2c(=O)n1Cc1ccc(C(=O)O)cc1)C(=O)Nc1cc(Cl)ccc1C (centres undefined)	-6	26	-0.3
31	CN(C(=O)CSc1nncn1-c1ccccc1)C1CCS(=O)(=O)C1 (centres undefined)	-6	14	-0.2

Reprinted at random: four entries already listed
No.	smiles	GalR3 antag	CRFBP-R2 block	CRFR2-BP ag
12	Cc1ccc(Cl)cc1NC(=O)CN1CCOCC1	-2	6	-2.1
7	CCCNC(=O)CNC(=O)c1ccc(C#N)cc1	-6	-8	1.6
18	CCC(Sc1nc2ccsc2c(=O)n1Cc1ccc(C(=O)O)cc1)C(=O)Nc1cc(Cl)ccc1C (centres undefined)	-6	26	-0.3
5	O=C(Nc1ccn(CCCN2CCN(c3ccccc3)CC2)c(=O)n1)OCc1ccccc1	-2	-7	-0.7

(further entries)
No.	smiles	GalR3 antag	CRFBP-R2 block	CRFR2-BP ag
51	C[C@H]1CN([C@@H](C)CO)S(=O)(=O)c2ccc(Br)cc2O[C@H]1CN(C)Cc1ccccc1	-6	-13	0.4
52	Cc1ccc(CNC(=O)C2CCN(S(=O)(=O)N3CCC(C)CC3)CC2)cc1	-5	-6	4.0
53	Oc1c(C(c2ccccc2)N2CCOCC2)ccc2ccccc12 (centres undefined)	-5	26	-4.0
54	O=C(Cn1nnc(-c2ccc(F)cc2)n1)NC(=O)NC1CCCCC1	-7	-9	6.5
55	COc1cc2cc(CCOC(=O)c3ccco3)oc(=O)c2cc1OC	-1	8	-1.9
56	CCOC(=O)c1c(C)[nH]c(C(=O)COC(=O)c2c(CC)noc2C)c1C	-4	5	2.5
57	CCOC(=O)/C(=C\c1ccccc1)C(=O)CCN1CCOCC1	-6	17	6.1
58	CC(=NN1CC(=O)NC1=O)c1ccc([N+](=O)[O-])o1	-1	-17	3.3
59	CNS(=O)(=O)c1cccc(C(=O)NNC(=O)CN(C)S(=O)(=O)c2ccc(Cl)cc2)c1	-2	11	0.7
60	CCOc1ncccc1C(=O)Nc1ccc(OC)c(S(=O)(=O)N2CCOCC2)c1	-2	2	-0.6
61	Cc1c(Cl)cccc1NC(=O)CCN1C(=O)NC(C)(C)C1=O	-5	7	-1.0
62	OC(Cc1ccnc2ccccc12)C(Cl)(Cl)Cl (centres undefined)	-6	-3	-0.6
63	O=C(NNC(=O)c1cc(-c2ccncc2)nc2ccccc12)c1cccc(Cl)c1	-5	1	-2.7
64	CS(=O)(=O)c1ccc(C(=O)Nc2cc(-c3ccccc3)nn2-c2ccccc2)cc1	-6	1	-3.5
65	O=C(C[C@@H]1C/C=C\CCC(=O)OC[C@H](Cc2ccccc2)NC1=O)N[C@@H](CO)Cc1ccccc1	-1	-3	0.6
66	O=C(NCCCN1CCOCC1)c1ccc(S(=O)(=O)Nc2ccccc2F)cc1	-3	7	6.6
67	CN(C)CC1C2CCC(C2)C1O (centres undefined)	-5	-11	-0.5
68	O=C(COC(=O)c1nc(Cl)ccc1Cl)NCCc1ccccc1	-1	8	-1.1
69	COc1ccc(CNC(=O)CCN2C(=O)c3ccccc3S2(=O)=O)cc1	-4	5	0.1
70	CCCCC(CC)CN1CN(CC(CC)CCCC)CC(C)(N)C1 (centres undefined)	-3	-36	7.0
71	CC1CCN(C(=O)CCC(=O)Nc2ccc([N+](=O)[O-])cc2)CC1	-2	19	5.1
72	COc1ccc(C(CNC(=O)c2cccc(NS(=O)(=O)c3ccc(C)c(F)c3)c2)N(C)C)cc1 (centres undefined)	-7	-6	0.8
73	CCCCC(NC(=O)c1ccc(C#N)cc1)C(=O)NCCC (centres undefined)	-5	3	-1.5
74	C#CCN1C=CC(=O)[C@@H](OC(=O)Nc2ccc(Cl)cc2)[C@H]1c1ccccc1Br	-5	-13	2.6
75	COc1cc2cc(C[C@H](C)O)oc(=O)c2cc1OC	-2	1	-0.8

(cont.)
No.	smiles	GalR3 antag	CRFBP-R2 block	CRFR2-BP ag
76	CN(C(=O)COC(=O)c1cccs1)c1c(N)n(Cc2ccccc2)c(=O)[nH]c1=O	-4	1	-0.5
77	COc1ccc(/C=C/C(=O)OCC(=O)Nc2nnc(-c3ccccc3)o2)c(OC)c1	-4	-10	-1.9
78	O=C(COn1nnc2ccc(S(=O)(=O)N3CCOCC3)cc21)NCc1cccc(Cl)c1	1	-4	-1.3
79	Nc1cc(S(=O)(=O)N2CCOCC2)ccc1N1CCCCC1	0	-1	0.3
80	COC(=O)C[C@H]1C[C@@H]2c3cc(NC(=O)CN(C)C)ccc3O[C@@H]2[C@H](CO)O1	-5	-9	0.5
81	O=C(CCNC(=O)c1ccc([N+](=O)[O-])cc1)NCc1cccs1	-4	-3	-0.3
82	C[C@@H]1Cn2cnc(C(=O)NCC(=O)OC(C)(C)C)c2C(=O)N1	-3	-6	0.3
83	C[C@H](CO)N1C[C@H](C)[C@@H](CN(C)C(=O)Nc2cc(F)ccc2F)Oc2ncc(-c3cccc(F)c3)cc2C1=O	-5	6	3.3
84	Cc1ccc(S(=O)(=O)N2CCOCC2)cc1C(=O)OCC(=O)NCc1ccc2c(c1)OCO2	-1	10	-0.3
85	C[C@H]1CN(c2ccccc2)C(=O)[C@@H]1CC(=O)Nc1ccccc1	-4	19	-0.6
86	Cc1ccc(Nc2nc(C)cc(C)c2C#N)c(C)c1	-6	8	-0.6
87	Cc1cn(CC(=O)NCc2ccccc2)c(=O)[nH]c1=O	-5	32	-1.1
88	CCCCOc1ccc(C(=O)NCC(=O)NCC(c2ccco2)N2CCCCC2)cc1 (centres undefined)	0	-14	0.7
89	Cc1cc2nnc(SCC(=O)NCc3ccco3)n2c2ccccc12	1	25	-5.7
90	Cc1ccccc1Nc1nc(N)nc(COC(=O)[C@@H](NC(=O)c2ccco2)C(C)C)n1	-5	14	-2.8
91	CC(=O)Nc1cccc(C(=O)OCC(=O)Nc2nnc(-c3ccccc3)o2)c1	-3	5	-0.5
92	C=CC[C@@H](CC(=O)N[C@H](CO)Cc1ccccc1)C(=O)N[C@H](COC(=O)[C@H](CC=C)CC(=O)OC(C)(C)C)Cc1c[nH]c2ccccc12	-6	-7	3.7
93	CC(C)(C)OC(=O)NCCCCCNC(=O)c1[nH]cnc1C(=O)NC1CCN(C(=O)OC(C)(C)C)CC1	-3	15	-1.8
94	CC(C)(C)OC(=O)C[C@H]1C/C=C\C[C@@H](CC(=O)N[C@H](CO)Cc2ccccc2)C(=O)N2CCC[C@H]2COC1=O	-3	-2	1.1
95	NC(=O)c1ccsc1NC(=O)COC(=O)CNC(=O)c1ccc(Cl)cc1	-1	-2	-2.6
96	CCN1C(=O)[C@H]2[C@@H](c3ccc(-c4ccccc4)cc3)N3CCC[C@@]3(C(=O)OC)[C@H]2C1=O	-7	-12	3.9
97	CC(C)N(C(=O)[C@H]1CC(CC(=O)NCc2ccco2)C(=O)N2CCc3c([nH]c4ccccc34)[C@]12C)C(C)C (some centres undefined)	-8	7	-0.3
98	O=C(CCN1CCCO1)N1CCCC(Nc2cccc(F)c2)C1 (centres undefined)	2	8	1.0

Screening results (PubChem BioAssay)

This is a subset, so the mix of outcomes need not match the whole.
